High-throughput results (PubChem)
TRPC6 inh: mouse TRPC6 channel inhibitors, primary screen, cell-based, HEK293, membrane potential dye; ACh-evoked depolarization; hits give low values; hit rate 1.1% among 310,000; B-score at 10 µM;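 active = B-score under library mean minus 3 SD, initial fluorescence not abnormally high, positive integrated signal ratio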;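 note: B-score derived from integrated fluorescence ratio over the kinetic read; more negative B-score means stronger inhibition of depolarization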
IEC-6 cytotox: cytotoxicity in IEC-6 intestinal epithelial cells, primary screen, cytotoxicity control for KLF5 inhibitor project, cell-based, luminescence; IEC-6 cytotoxicity, luminescence viability; inhibition, % at 5 µM; hit rate 0.78% among 290,000; AID 1825, 2009; in the data active = inhibition above about 22%;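 note: 0% = plate median of test compound wells and 100% = cytotoxic reference compound wells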
TRPC4 act: activators of mouse TRPC4 channel, primary screen, Fluo4 calcium, HEK293 TRPC4beta/mu-opioid cells | B-score at 10 µM | AID 2237, 2010 | Short transient receptor potential channel 4 (Mus musculus), Q9QUQ5 | hit rate 0.49% among 310,000 | Fluo4 calcium fluorescence; hits give high values;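 active = B-score above 5 SD of library B-scores, and initial fluorescence ratio not above library mean plus 5 SD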;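 note: positive B-score marks a calcium rise read as TRPC4 activation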
Target sequence (Q9QUQ5 whole entry, looked up): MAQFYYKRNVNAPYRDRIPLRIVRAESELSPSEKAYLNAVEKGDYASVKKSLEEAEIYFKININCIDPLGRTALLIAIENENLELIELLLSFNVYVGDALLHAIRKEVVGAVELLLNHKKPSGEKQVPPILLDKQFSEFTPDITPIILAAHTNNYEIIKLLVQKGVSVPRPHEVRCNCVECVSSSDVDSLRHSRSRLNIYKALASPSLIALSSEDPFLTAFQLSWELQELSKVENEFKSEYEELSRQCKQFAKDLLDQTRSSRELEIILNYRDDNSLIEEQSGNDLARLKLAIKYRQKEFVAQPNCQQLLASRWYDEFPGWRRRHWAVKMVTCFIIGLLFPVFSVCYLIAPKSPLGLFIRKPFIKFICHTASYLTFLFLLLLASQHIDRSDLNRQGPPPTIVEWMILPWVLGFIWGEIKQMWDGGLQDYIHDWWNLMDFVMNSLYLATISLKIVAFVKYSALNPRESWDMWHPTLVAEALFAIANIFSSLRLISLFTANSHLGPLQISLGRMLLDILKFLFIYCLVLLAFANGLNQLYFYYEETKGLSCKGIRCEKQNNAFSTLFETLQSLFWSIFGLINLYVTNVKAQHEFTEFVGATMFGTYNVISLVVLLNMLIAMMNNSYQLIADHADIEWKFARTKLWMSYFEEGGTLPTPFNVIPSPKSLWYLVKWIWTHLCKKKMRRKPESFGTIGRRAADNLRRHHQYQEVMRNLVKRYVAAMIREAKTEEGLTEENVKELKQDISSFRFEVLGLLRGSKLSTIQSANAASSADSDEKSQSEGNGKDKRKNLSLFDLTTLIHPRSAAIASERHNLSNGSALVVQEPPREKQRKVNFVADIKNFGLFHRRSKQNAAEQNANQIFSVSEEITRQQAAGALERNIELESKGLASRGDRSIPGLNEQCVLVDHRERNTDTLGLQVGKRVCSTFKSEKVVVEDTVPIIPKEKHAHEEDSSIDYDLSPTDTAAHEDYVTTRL
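Material: TRPC4beta and mu-opioid receptor HEK293 stable cells | Incubation: 45 min room-temperature Fluo4 loading, 110 s read | Detection: Kinetic Fluo4 calcium fluorescence | Measure: Integrated baseline-normalised fluorescence ratio, converted to per-well B score | Benchmarks: Low control buffer alone, high control maximal DAMGO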
TRPC6 activator: mouse TRPC6 channel activators, primary screen, cell-based, HEK293, membrane potential dye; Short transient receptor potential channel 6 (Mus musculus), Q61143; HEK293-TRPC6 membrane potential dye fluorescence; hits give high values; B-score at 10 µM; hit rate 0.13% among 310,000;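 active = B-score of the integrated fluorescence ratio above library mean plus 3 SD, and starting fluorescence ratio within library mean plus 5 SD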;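 note: higher score means more depolarization so channel activation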
KLF5 inhibitor: KLF5 expression inhibitors, primary screen, DLD-1 cells, luminescence; DLD-1 KLF5 promoter-luciferase reporter; inhibition, % at 5 µM; hit rate 0.23% among 290,000; AID 1700, 2009;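 active = inhibition above a per-plate limit of that plate's mean compound inhibition plus 3 SD, cut at about 60% in these data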;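 note: 0% = DMSO wells and 100% = LY294002 at 200 µM; higher means less KLF5 promoter-driven luciferase light; inactives centre near -14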
TRPC4 PAM: positive allosteric modulators of TRPC4, primary screen, cell-based, mouse TRPC4beta, HEK293 mu-opioid, Fluo-4 calcium; Short transient receptor potential channel 4 (Mus musculus), Q9QUQ5; DAMGO EC20, Fluo-4 Ca2+ flux; hits give high values; B-score at 10 µM; hit rate 0.42% among 310,000; AID 2227, 2009;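 active = B-score of calcium response area above 5 SD of library B-scores, with initial fluorescence ratio within 5 SD of library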;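 note: B-score of integrated fluorescence ratio over time as area under calcium response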
aSyn 5UTR inh: MLPCN primary screen, SNCA 5' untranslated region; alpha-synuclein 5'UTR reporter, inhibitor activity; hit rate 0.82% among 300,000; inhibition, % (tested at 7.5 µM); AID 1813, 2009; in the data active = inhibition above about 60%; inconclusive = no clear call, values can overlap the other calls;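 note: H4 neuroglioblastoma cells stably carrying SNCA 5'UTR luciferase fusion; 0% = DMSO wells and 100% = positive control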
HIF activator: HIF pathway transcriptional activators, primary screen, cell-based, U2OS HRE-luciferase, luminescence; U2OS HRE-luciferase reporter; normalized: DMSO 0%, desferrioxamine 100%; activation, % at 7.5 µM (by protocol); hit rate 0.32% among 300,000;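 active = mean activation of at least 10% of the iron chelator positive control signal, with at least half of replicates also reaching 10%; inconclusive = mean and replicate majority disagree about reaching 10%; inactive = mean and most replicates under 10%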
SKKanGAS inh: S. pyogenes SKKanGAS growth inhibitors in kanamycin, primary screen, streptokinase expression inhibitor project, SKKanGAS strain, BacTiter-Glo luminescence; inhibition, % at 7.5 µM; AID 1662, 2009; hit rate 1.3% among 300,000; 6 h;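 active = mean replicate score, as percent of positive control median, at least 50; inconclusive = mean below 50 but one replicate at or above 50; inactive = mean and every replicate below 50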;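 note: strain carries kanamycin resistance gene driven by streptokinase promoter and grows in 40 µg/ml kanamycin; loss of luminescence reflects streptokinase promoter inhibition or plain growth inhibition; 0% = median of DMSO wells and 100% = positive control at its reference dose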
TRPC4 block: inhibitors of mouse TRPC4 channel, primary screen, Fluo4 calcium, HEK293 TRPC4beta/mu-opioid cells; B-score at 10 µM; Short transient receptor potential channel 4 (Mus musculus), Q9QUQ5; hit rate 0.39% among 300,000; DAMGO-evoked Fluo4 calcium flux; hits give low values;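 active = B-score over 3 SD under the library average, no early fluorescence shift, positive overall ratio signal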
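test system = HEK293 cells with stable TRPC4beta plus mu-opioid receptor expression | detection = Fluo4 Ca2+ flux fluorescence | read-out = integrated fluorescence ratio relative to baseline, converted to per-well B score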
MrgX1 antagonist: antagonists of human MrgX1 receptor, primary screen, HEK293 cells, Fluo-4 calcium flux | Mas-related G-protein coupled receptor member X1 (Homo sapiens), Q96LB2 | BAM8-22 antagonism; hits give low values | B-score at 10 µM | hit rate 1.3% among 310,000 | AID 588676, 2011;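 active = calcium-response B-score plate-corrected more than 3 library SD below zero, starting fluorescence within 5 deviations, no agonist response on first addition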;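 note: peak minus trough fluorescence over baseline after final BAM8-22 challenge near maximal dose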
* hit, by the source's call; i = inactive; ? = inconclusive; . = not tested or not shown. No enrichment for hits (roughly 5.8% active in at least one column).

No.	mol	TRPC6 inh	IEC-6 cytotox	TRPC4 act	TRPC6 activator	KLF5 inhibitor	TRPC4 PAM	aSyn 5UTR inh	HIF activator	SKKanGAS inh	TRPC4 block	MrgX1 antagonist
1	Cc1ccc(Cn2c(SCC(=O)NCC3CCCO3)nc3c(sc4ccccc43)c2=O)cc1 (stereo not drawn)	i	3	i	i	-15	i	0	0.0	23	i	i
2	C=CCOc1ccc(/C(CC)=N/O)c(OC)c1	i	-2	i	i	-29	i	-19	0.4	0	i	i
3	Cc1cc(Nc2ccc(O)cc2)n2c(nc3ccccc32)c1C#N	i	-2	i	i	-15	i	-14	0.3	1	i	i
4	COc1cc(OC)cc(-n2nnnc2SCC(=O)Nc2ccc(C(C)=O)cc2)c1	i	0	i	i	-23	i	10	-29	2	i	i
5	CCn1cc(C(=O)O)c(=O)c2cc(F)c(N3CCN(S(=O)(=O)c4ccc(Br)cc4)CC3)cc21	i	-2	i	i	-8	i	3	0.1	34	i	i
6	Cc1cc(C)nc(NC(=O)c2c(-c3c(Cl)cccc3Cl)noc2C)n1	i	5	i	i	-2	i	12	-0.2	-7	i	i
7	Cc1ccc(C(C)C)c(OCC(=O)OCC(=O)NC2CCS(=O)(=O)C2)c1 (stereo not drawn)	i	.	i	i	.	i	8	-0.6	-4	i	i
8	Cc1cc(NC(=O)CCN2CCCCC2)ccc1Br	i	-6	i	i	-6	i	13	-0.7	0	i	i
9	O=C1CC(NS(=O)(=O)c2cccs2)CN1c1ccc(F)cc1 (stereo not drawn)	i	.	i	i	.	i	-6	-0.2	1	i	i
10	OCCn1c(SCCOc2ccccc2F)nc2ccccc21	i	1	i	i	-6	i	-18	0.0	1	i	i
11	CC(C)(C)OC(=O)[C@H]1[C@H](c2ccc([N+](=O)[O-])cc2)C2(C(=O)c3ccccc3C2=O)C2c3ccccc3C=NN21 (stereo partly drawn)	i	-3	i	i	-15	i	4	-0.5	9	i	i
12	O=S(=O)(c1cccc(F)c1)N1CCN(Cc2ccc3c(c2)OCO3)CC1	i	-1	i	i	-18	i	3	-0.7	-3	i	i
13	COc1ccc(NC(=O)CSc2nc3sc(C)cc3c(=O)n2C)cc1	i	0	i	i	-22	i	1	0.2	-2	i	i
14	C/C(=N\O)C1(C)N(O)C(C)(C)C(c2ccc(Br)cc2)=[N+]1[O-] (stereo not drawn)	i	-7	i	i	-18	i	-29	-0.2	-4	i	i
15	Cc1[nH]c2ccccc2c1C(=O)C(C)OC(=O)c1ccc([N+](=O)[O-])o1 (stereo not drawn)	i	18	i	i	-9	i	1	0.3	6	i	i
16	CC(CNC(=O)CCC(=O)N1CCOc2ccc(Cl)cc21)c1ccccc1 (stereo not drawn)	i	-6	i	i	12	i	-3	-0.2	4	i	i
17	O=C(NC(=O)c1ccccc1F)Nc1nc(-c2cccs2)cc(C(F)(F)F)n1	i	-2	i	i	2	i	43	0.1	4	i	i
18	COc1ccc2c(c1OC)CCC2=O	i	1	i	i	-6	i	9	-0.3	-4	i	i
19	O=C(C1=C(O)C(=O)N(CCOCCO)C1c1ccccn1)c1cccs1 (stereo not drawn)	i	-1	i	i	-17	i	17	0.0	5	i	i
20	CCOC(=O)C1(S(=O)(=O)c2ccccc2)CCN(Cc2ccc(Cl)cc2)CC1	i	-6	i	i	-3	i	18	-0.6	0	i	i
21	COc1ccc(N(CC(=O)N2CCC(C(N)=O)CC2)S(=O)(=O)c2ccccc2)cc1	i	6	i	i	-7	i	10	-1.2	0	i	i
22	C/C(N)=C(/C#N)C(=O)CSc1nnc(-c2ccccc2Br)o1	i	-2	i	i	-158	i	-7	1.8	14	i	i
23	CCOc1ccc(NC(=O)c2ccc(NC(=O)CSc3nc4ccccc4c(=O)[nH]3)cc2)cc1	i	1	i	i	-47	i	37	-1.5	4	i	i
24	COc1cc2c(cc1OC)CN(Cc1nc3ccsc3c(=O)[nH]1)CC2	i	1	i	i	-9	i	20	1.0	-2	i	i
25	O=C(NCc1ccccc1Cl)c1cc([N+](=O)[O-])ccc1Cl	i	-3	i	i	-23	i	-23	-0.3	-2	i	i
26	COc1cc(NC(=O)c2ccc3c(c2)OCO3)ccc1NC(=O)c1cccs1	i	-1	i	i	-50	i	-11	0.4	-3	i	i
27	CCNC(=O)NC(=O)C(C)OC(=O)C(C)(C)Oc1ccc(Cl)cc1 (stereo not drawn)	i	-12	i	i	-22	i	8	-0.3	-7	i	i
28	CS(=O)(=O)c1ccc(C(=O)OCC(=O)Nc2cccc(S(=O)(=O)N3CCCC3)c2)cc1	i	.	i	i	.	i	0	-0.1	8	i	i
29	Cc1cccc(N2CCN(C(=O)c3cc4n(n3)C(C(F)(F)F)CC(c3ccco3)N4)CC2)c1C (stereo not drawn)	i	-2	i	i	-7	i	34	-0.4	?	i	i
30	O=C(NCCc1nc2ccccc2[nH]1)c1cccc(Br)c1	i	-1	i	i	9	i	25	0.0	-19	i	i
31	C/C(N)=C(/C#N)C(=O)COC(=O)CC12CC3CC(CC(C3)C1)C2	i	0	i	i	-5	i	33	-0.3	0	-7*	i
32	CCCS(=O)(=O)c1snnc1C	i	0	i	i	-10	i	-7	-0.3	3	i	i
33	CC1C(=O)NN=C1C(=O)N/N=C\c1ccc(O)cc1O (stereo not drawn)	i	5	i	i	-44	i	0	-0.2	-3	i	i
34	CC1CN(c2nc3ccccc3nc2C(C#N)C(=O)NC2CCCCC2)CC(C)O1 (stereo not drawn)	i	.	i	i	.	i	-28	0.5	-12	i	i
35	COc1ccccc1-c1nc(-c2ccccc2)nc(N2CCN(C)CC2)c1C#N	i	4	i	i	-3	i	-16	-0.6	3	i	i
36	COc1ccc(/C=N/NC(=O)CCNc2n[nH]c(=O)[nH]c2=O)c(OC)c1	i	-6	i	i	-33	i	-8	-0.5	-5	i	i
37	Cc1ccc(-n2ncc(C(=O)NC3CC3)c2C2CCN(C(=O)OC(C)(C)C)CC2)c(C)c1	i	2	i	i	-7	i	-1	-0.7	-10	i	i
38	Cc1ccccc1NC(=O)CN(C)S(=O)(=O)c1cccc2cccnc12	i	2	i	i	-23	i	22	.	0	i	i
39	O=C(/C=C/c1ccc(F)cc1)N1CCCN(C(=O)/C=C/c2ccc(F)cc2)CC1	i	6	i	i	12	i	-15	0.3	4	i	i
40	O=C(CC(=O)Nc1ccc(Cl)cc1)N/N=C\c1cccc(F)c1	i	-1	i	i	-39	i	-6	-0.8	1	i	i
41	CCOC(=O)C1=C(C)NC2=C(C1c1ccc([N+](=O)[O-])cc1)S(=O)(=O)c1ccccc12 (stereo not drawn)	i	-1	i	i	-21	i	52	-2.2	8	i	i
42	Cc1cccc(CSc2nncc(=O)[nH]2)c1	i	2	i	i	-5	i	10	-0.3	-1	i	i
43	CCOc1ccc(NC(=O)Nc2nnc(CC(=O)NCc3ccccc3)s2)cc1	i	-9	i	i	-18	i	21	-0.3	-7	i	i
44	Cn1c(=O)c2c(ncn2CCCc2ccccc2)n(C)c1=O	i	-3	i	i	-29	i	14	-0.1	-30	i	i
45	CCCCCn1nc(C)c2c(C)cc(=O)[nH]c21	i	3	i	i	-5	i	1	-0.3	-6	i	i
46	Cc1ccc(NC(=O)NCC2CCN(Cc3cc(C)ccc3Cl)CC2)c(C)c1	i	1	i	i	1	i	-8	0.2	26	i	i
47	CCCc1cc(=O)[nH]c(SCC(=O)Nc2cccc3ccccc23)n1	i	0	i	i	-26	i	9	-0.4	0	i	i
48	COc1cc2c(cc1NC(=O)c1ccc3c(c1)OCO3)oc1ccccc12	i	4	i	i	0	i	-285	1.4	-13	i	i
49	CC(=O)Oc1cc(OC(C)=O)c2c(=O)c(-c3ccc4c(c3)OCCCO4)c(C)oc2c1	i	0	i	i	-65	i	-88	1.6	0	i	i
50	CCN(CC)CCN1C(=O)c2oc3ccccc3c(=O)c2C1c1ccccc1 (stereo not drawn)	i	-6	i	i	-40	i	-19	-0.1	7	i	-6*

The results go on.
No.	mol	TRPC6 inh	IEC-6 cytotox	TRPC4 act	TRPC6 activator	KLF5 inhibitor	TRPC4 PAM	aSyn 5UTR inh	HIF activator	SKKanGAS inh	TRPC4 block	MrgX1 antagonist
51	COc1cccc(-c2nnc(SCC(=O)Nc3cc(C)on3)o2)c1	i	10	i	i	-110	i	-66	1.6	-1	i	i
52	CC1=C(C(=O)Nc2ccc(F)cc2)C(c2ccc(C)o2)C2=C(CC(C)(C)CC2=O)N1 (stereo not drawn)	i	-2	i	i	10	i	-14	-1.0	0	i	i
53	CCN(C(=O)Cn1nc(C)c([N+](=O)[O-])c1C)C1CCS(=O)(=O)C1 (stereo not drawn)	i	.	i	i	.	i	-6	0.5	0	i	i
54	CCCn1nnc(NC(=O)c2cccc(OCC(C)C)c2)n1	i	8	i	i	-2	i	-60	1.0	8	i	i
55	COc1ccc(-c2cc(C(=O)NC3CCCC3)c3ccccc3n2)cc1	i	-1	i	i	-29	i	-33	-1.1	1	i	i
56	O=[N+]([O-])c1ccc2nc(Cl)nc(-c3ccccc3)c2c1	i	-3	i	i	-9	i	11	1.1	2	i	i
57	C=CCNC(=S)N1CCN(CCN=Cc2c(C)[nH]n(-c3ccc([N+](=O)[O-])cc3)c2=O)CC1	i	11	i	i	-21	i	18	-0.1	29	i	i
58	COC(=O)Cc1cc(=O)[nH]c(/N=C(\N)Nc2ccc(C(C)C)cc2)n1	i	4	i	i	6	i	-9	-0.9	-1	i	i
59	COc1ccc(Cl)cc1NC(=S)N1CCN(c2ncccn2)CC1	i	3	i	i	-37	i	1	0.2	-1	i	i
60	COc1ccc(NC(=O)Nc2ccc(C)cc2Br)c(OC)c1	i	2	i	i	-21	i	2	-0.1	-1	i	i
61	O=C(COC(=O)c1ccc(CNS(=O)(=O)c2ccc(F)c(Cl)c2)cc1)NCC1CCCCC1	i	-2	i	i	19	i	-15	0.1	10	i	i
